S3 lipid droplet = qHTS Assay for Lipid Storage Modulators in Drosophila S3 Cells; Potency in µM for hits, for the others lipid storage change, negative = inhibition, % at the top dose, mostly 46.1 µM; Drosophila S3 cells, BODIPY lipid droplet fluorescence, 18-24 h; cells fed with added oleic acid; AID 2685, 2010; actives 0.64% (n = 320,000); active = well fitted inhibition curve with a large enough effect in the signal ratio, with a control signal flat, not every such curve was filed as active; inconclusive = small, poorly fitted or top-dose-only effect, or effect the other way, or a change in a side signal; the % refers to the signal ratio
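Laser-scanning cytometry quantifies lipid droplet accumulation (500–530 nm total intensity; droplet/cell object ratio) in oleic acid-fed (400 uM added) Drosophila S3 cells treated with a concentration series. 20 uM Triacsin C defined 100% inhibition.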
S3 lipid droplet cell count max = recorded beside S3 lipid droplet, whose call it bears; cell number change, %; measured here: cell count max response;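 cells counted by Cell Tracker Red CMTPX staining in the red channel; peak over a dose series mostly up to 46.1 µM; percent activity relative to internal control wells on each plate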
* hit, by the source's call; i = inactive; ? = inconclusive; · = not tested or not shown. % is scaled to controls: 0 for no effect and ±100 for the full control effect; potency is read from the fitted curve at half-maximal effect. Only part of the results is shown. The share of hits here may be higher or lower than overall.

canonical_smiles,S3 lipid droplet,S3 lipid droplet cell count max
CCc1ccccc1-n1c(SCC(=O)N2CCCC2)nc2[nH]ncc2c1=O,3%,10
CC(C)(C)C(=O)CN1C2=NCCCN2c2ccccc21,?,·
COc1ccc(NC(=S)N(Cc2ccc(N(C)C)cc2)Cc2ccco2)cc1,2%,-8
COc1ccccc1CNC(=O)CSc1nn2c(=O)c(C(C)(C)C)nnc2s1,23%,·
Cc1cccc(Cn2ncc(Cl)c(Cl)c2=O)c1,?,·
COc1ccc(C)cc1NC(=O)CNCc1cccs1,17%,5
CCOc1ccc(NC(=O)CN(C)C(=O)c2cc3c(s2)CCC(C)C3)cc1OCC (stereo unspecified),?,·
Cc1cc(NC(=O)CN2C(=O)NC(Cc3ccccc3)C2=O)no1 (stereo unspecified),?,·
COC(=O)c1ccc(C)c(NC(=O)CCc2ccc(OC)cc2)c1,9%,9
O=C(C[n+]1ccccc1)N/N=C/c1ccccc1C(F)(F)F,-2%,13
CCC(=O)c1cc(F)c(N2CCN(S(=O)(=O)c3ccc(C)cc3)CC2)cc1C,?,·
CCn1c(=O)cc(OCC(=O)N(C)C2CCCCC2)c2ccccc21,?,·
CC(C)OP(=O)(c1ccc(N(C)C)cc1)C(O)c1ccc(N(C)C)cc1 (stereo unspecified),-1%,·
O=C(CC12CC3CC(C1)CC(CC(=O)N1CCCC1)(C3)C2)N1CCCC1,?,·
CC1(C)CC(=O)/C(=C(\O)CCCN2C(=O)c3ccccc3C2=O)C(=NCCO)C1,?,·
CC(C)(Oc1ccc(Cl)cc1)C(=O)OCn1nnc2ccccc2c1=O,?,·
Cc1cc(NC(=S)Nc2cccc3ccccc23)n[nH]1,?,·
Cc1sc2ncn(CC(=O)NCCCC(=O)N3CCC(C)CC3)c(=O)c2c1C,?,·
Cc1cc(NC(=O)Cn2nc([N+](=O)[O-])c(Br)c2C)no1,5%,5
COc1ccccc1C1=CC(=O)C[C@H](c2ccc(F)cc2)C1,5%,-23
CCCCOc1ccc(C(=O)N/C(=C\c2cccc([N+](=O)[O-])c2)C(=O)OC(C)C)cc1,-17%,·
Cc1cc(C)c(NS(=O)(=O)c2ccc(NC(=O)/C=C/C(=O)O)cc2)c(C)c1,?,·
O=C(Nc1nc(-c2nc3ccccc3s2)cs1)C1COc2ccccc2O1 (stereo unspecified),9%,4
COc1ccc(Cc2nnc(NC(=O)c3ccccc3Cl)s2)cc1OC,7%,1

Complete entries, quoted from the list. Screens in order: S3 lipid droplet, S3 lipid droplet cell count max
Profile of `Cc1sc2ncn(CC(=O)NCCCC(=O)N3CCC(C)CC3)c(=O)c2c1C` = ?, ·
Profile of `Cc1cc(NC(=S)Nc2cccc3ccccc23)n[nH]1` = ?, ·
Profile of `O=C(Nc1nc(-c2nc3ccccc3s2)cs1)C1COc2ccccc2O1` (stereo unspecified) = 9%, 4
Profile of `Cc1cc(NC(=O)Cn2nc([N+](=O)[O-])c(Br)c2C)no1` = 5%, 5
Profile of `CCCCOc1ccc(C(=O)N/C(=C\c2cccc([N+](=O)[O-])c2)C(=O)OC(C)C)cc1` = -17%, ·

(next part)
canonical_smiles,S3 lipid droplet,S3 lipid droplet cell count max
CC1CCN(c2ccc([N+](=O)[O-])c(SCCO)c2)CC1,?,·
O=P(CCN1CCCCC1)(c1ccccc1)c1ccccc1,3%,6
N#Cc1ccc(Oc2ccc(/C=N/O)cn2)cc1,?,·
Oc1ccccc1OCc1nc2ccccc2s1,?,·
C=CCN1C(=O)/C(=C/c2ccc(OC)cc2)S/C1=N/c1nccs1,10%,2
Cc1nnc(SCC(=O)NN2C(=O)NC3(CCCCC3)C2=O)s1,?,·
CCc1ccc(NC(=O)CSc2nnc(Cc3cccn3C)n2-c2ccc(F)cc2)cc1,?,·
C=CCn1c(SCCC)nc(O)cc1=O,i,·
CCS(=O)(=O)c1ccc(O)c(NC(=O)Nc2ccc(C(C)(C)C)cc2)c1,?,·
COc1ccc(C)cc1S(=O)(=O)N(CC(=O)Nc1cccc([N+](=O)[O-])c1)c1cc(C)cc(C)c1,i,·
COC(=O)c1ccc(NC(=O)C(=O)N2CCN(C(=S)Nc3cccc(OC)c3)CC2)cc1,9%,-12
COc1ccc(-c2cc(C(=O)Nc3cc(OC)c(OC)c(OC)c3)no2)cc1,?,·
Nc1ccc(Nc2ccccc2N)cc1,-1%,-20
O=C(c1ccccc1-c1nc(-c2ccc(Cl)cc2)no1)N1CCCC1,?,·
COc1ccnc(Oc2ccc(C)cc2C)c1C#N,6%,-25
Cc1cc(OCc2nn[nH]n2)c2c(C)c(CC(=O)O)c(=O)oc2c1,?,·
CCOC(=O)c1c(C)[nH]c(C)c1S(=O)(=O)NCc1ccccc1C,?,·
O=C(NCCN1CCOCC1)C(=O)NCC1OCCCN1S(=O)(=O)c1cc(F)ccc1F (stereo unspecified),?,·
COc1ccc(Cc2nnc(Nc3ccc(Cl)cc3)[nH]c2=O)cc1,?,·
Cc1cc(C)c2oc(C(=O)N(Cc3ccccc3)c3ccccn3)cc(=O)c2c1,3%,10
C[C@@H]1CCC2[C@](C)(CO)[C@@H](O)CC[C@]2(C)[C@@]12CCC(CO)(CCO)O2 (stereo partly specified),2%,8
Cc1cc(Oc2ccc(-c3nnc(-c4ccccc4)o3)cc2[N+](=O)[O-])ccc1Cl,1%,-1
COc1ccc(OCC(=O)Nc2ccc(S(=O)(=O)N3CCCCC3)cc2)cc1,?,·
O=C(NCC(c1ccco1)N1CCc2ccccc21)c1ccccc1F (stereo unspecified),-7%,·
COc1ccccc1C(=O)CC(=O)c1ccccc1,?,·
CN1C=CC=C/C1=C1\SC(=S)N(C2CCCCC2)C1=O,6%,12
COc1ccc(Cl)cc1NC(=O)CN(C)C(=O)CCc1nc2ccccc2c(=O)[nH]1,?,·
COCCNC(=O)C(c1ccc(Cl)cc1)N(C(=O)Cn1nnc2ccccc21)c1cccnc1 (stereo unspecified),6%,13
CCNC(=S)NN=C1CCC(C(C)(C)C)CC1 (stereo unspecified),?,·
COc1ccc(S(=O)(=O)N[C@@H](CSCc2ccccc2)C(=O)O)cc1,?,·
CCOC(=O)N1CCC(NC(=O)CS(=O)(=O)Cc2nc(-c3cccc(Cl)c3)oc2C)CC1,-5%,1
COc1ccc(CNC(=O)CSc2nnnn2-c2ccc(O)cc2)cc1,26%,0

Brought forward from above: 2 entries, then new ones.
canonical_smiles,S3 lipid droplet,S3 lipid droplet cell count max
CCOC(=O)N1CCC(NC(=O)CS(=O)(=O)Cc2nc(-c3cccc(Cl)c3)oc2C)CC1,-5%,1
COc1ccc(CNC(=O)CSc2nnnn2-c2ccc(O)cc2)cc1,26%,0
CC1CCC(NC(=O)CN2C(=O)NC(C)(C)C2=O)CC1 (stereo unspecified),?,·
COc1ccccc1C(=O)NC(=S)Nc1ccc2[nH]c(=O)[nH]c2c1,i,-12
Cc1ccc(CNC(=O)c2ccccc2CCc2ccccc2)cc1,i,·
Cc1ccc(NC(=O)C2OCCc3ccccc32)cc1 (stereo unspecified),10%,-4
O=C1COc2ccc(C(=O)COC(=O)CCSc3ccccc3)cc2N1,-3%,5
O=C(O)CCCC(=O)Nc1ccccc1-n1ccnc1,i,19
O=C(NCc1ccccn1)Nc1cc(Cl)cc(Cl)c1,-8%,8
CN1CCN(c2ccc(NC(=O)CN3CCOCC3)cc2F)CC1,?,·
Cc1cc2ccccc2nc1SCC(=O)N1c2ccccc2CC1C (stereo unspecified),?,·
Nc1nc2ccccc2nc1N1CCCC1,7%,13
CCCN(CCC)CCCNC(=O)c1cc2c(=O)[nH]c3ccccc3c2n1C,4%,-1
CCSc1nnc(Cn2c(=O)sc3ccccc32)n1-c1ccccc1C,-4%,-18
NS(=O)(=O)c1ccc2nc(NC(=O)Nc3ccccc3F)sc2c1,?,·
O=C(CC1OC(=O)c2ccccc21)Nc1ccccc1N1CCOCC1 (stereo unspecified),21%,-17
COc1cccc(CC2(CO)CCCN(Cc3ccc(CO)o3)C2)c1 (stereo unspecified),-5%,-4
COC(=O)c1ccc(C2/C(=C(\O)c3cccc(OC)c3)C(=O)C(=O)N2CCCN(C)C)cc1 (stereo unspecified),?,·
CCCCN(C(=O)CN1CC(C)OC(C)C1)c1c(N)n(CC(C)C)c(=O)[nH]c1=O (stereo unspecified),-5%,-4
CCCNc1nc2c(c(=O)n(C)c(=O)n2C)n1Cc1cccc(C)c1,?,·
Cc1cc(NC(=O)COC(=O)CCNS(=O)(=O)c2ccccc2)n(-c2ccccc2)n1,4%,10
CC(CC(=O)Nc1ccncc1)c1ccccc1 (stereo unspecified),?,·
COc1ccc(CCNC(=O)CCN2C(=O)C3CC=CCC3C2=O)cc1OC (stereo unspecified),6%,10
CCCCn1c(SCC2CCCO2)nc2cc(S(N)(=O)=O)ccc21 (stereo unspecified),?,·
CC1CCCC(C)N1S(=O)(=O)c1ccc(S(=O)(=O)NCCc2ccncc2)cc1 (stereo unspecified),3%,5
COc1ccc(-c2cnc(N)nc2-c2ccc(OC)cc2)cc1,5%,-2
CC(C)c1ccc(-c2c(NCCc3ccccc3)c(=O)c2=O)cc1,i,·
CN(Cc1ccccc1)C(=O)c1cccnc1,?,·
O=C(CSCc1ccc([N+](=O)[O-])cc1)N/N=C/c1cccnc1,6%,3
Oc1ccc(N=Nc2c(O)ccc3ccccc23)cc1,?,·
CCC/C=N/NC(=O)c1[nH]c2c([N+](=O)[O-])cccc2c1C,0%,-1
CC1CN(/C=C/C=O)C(C)CC1OC(=O)c1ccccc1 (stereo unspecified),0%,7
Cc1ccc(NC(=O)Cn2nnc3ccccc3c2=O)cc1,0%,-14
Cc1cc(C)n2nc(CNS(=O)(=O)c3ccc([N+](=O)[O-])cc3)nc2n1,1%,-2
CCN(C(=O)CSc1nnc(-c2ccco2)n1C)c1c(N)n(Cc2ccccc2)c(=O)[nH]c1=O,?,·
Cc1ccc(-c2nc3ccccc3c(=O)n2CCCN2CCOCC2)cc1,i,·
CCC(C)c1ccc(-c2cc(C(=O)OCC(=O)Nc3cc(C)on3)c3ccccc3n2)cc1 (stereo unspecified),?,·
CC(Sc1ccc(Br)cc1)C(N)=O (stereo unspecified),?,·
NC(=O)c1ccccc1O,6%,8
Fc1cccc(CN2CCN(c3ncccn3)CC2)c1,i,12
CCOc1ccccc1N1CC(C(=O)N(Cc2nnc(-c3ccccc3Cl)o2)C2CC2)CC1=O (stereo unspecified),?,·
COc1cccc(CN(C)c2nc(-c3cccs3)nc3ccccc23)c1,?,·
Cc1cc(NC(=O)CSc2nc3cc(Cl)ccc3c(=O)n2Cc2ccco2)no1,20%,·
Cc1ccc(-n2nc(C)c(=O)c(-c3ccccc3)c2NC(=O)C(C)C)cc1,?,·
COc1ccc(C(=O)COC(=O)C2CCC(=O)N2)cc1 (stereo unspecified),?,·
Cc1ccc2nc(SCC(=O)N3c4ccccc4CC3C)c(C)cc2c1 (stereo unspecified),?,·
O=C(COC(=O)/C=C/c1ccc(Br)o1)Nc1ccc2[nH]c(=O)[nH]c2c1,?,·
O=C(NN1C(=O)CSC1=S)C(=O)NN1C(=O)CSC1=S,i,·
CCCNC(=O)COC(=O)CCC(=O)c1cccs1,?,·
CC(C)N(Cc1nc(-c2ccccc2)no1)C(=O)C(C)(C)C,i,·
CC(NC(=O)c1ccco1)C(=O)NC(C)c1cc(F)c(Cl)cc1Cl (stereo unspecified),?,·
COC(=O)c1sccc1NC(=O)Nc1cccc(Cl)c1Cl,-2%,·
Cc1nc2ccccc2cc1OCc1ccccc1,?,·
O=C(c1cccs1)N1CCN=C1SCc1ccc(F)cc1,5%,·
COC(=O)c1ccc(COc2ccc(Cl)cc2)o1,?,·
CC1=C(C(=O)Nc2ccccc2F)C(c2ccsc2)C2=C(CC(C)(C)CC2=O)N1 (stereo unspecified),?,·
O=C(Cn1cnc2ccccc21)Nc1cccc(S(=O)(=O)N2CCCC2)c1,?,·
Cc1ccc(-c2c(C#N)c(N)nc3c2CCCC3)s1,-6%,·

The list continues:
canonical_smiles,S3 lipid droplet,S3 lipid droplet cell count max
CCCOc1ccc2c3c(c(=O)oc2c1)CCCC3,?,·
CC(C)OP(=O)(c1ccc(N(C)C)cc1)C(O)c1cccnc1 (stereo unspecified),7%,-7
CCCN1C(=O)C(NC(C)=O)c2ccccc21 (stereo unspecified),?,·
COc1cccc(NC(=O)c2ccccc2-c2ccccc2)c1,?,·
NS(=O)(=O)c1ccc(CCNC(=O)C2CCC(CNS(=O)(=O)c3ccc(Br)s3)CC2)cc1 (stereo unspecified),3%,5
CCN(C(=O)COC(=O)c1cc(NS(=O)(=O)c2ccc(Cl)c([N+](=O)[O-])c2)ccc1O)C1CCCCC1,-19%,1
COc1ccc(N2CCC(CNC(=S)Nc3c(C)cc(C)cc3C)C2)cc1 (stereo unspecified),i,-12
CCOc1ccc(-c2cc(N)n(S(=O)(=O)c3ccc(OC)cc3)n2)cc1,?,·
COC(=O)CCC(=O)COc1ccccc1C#N,13%,14
CCOC(=O)n1c(=O)n(Cc2ccccc2)c2ccccc21,?,·

Assay outcomes from PubChem BioAssay.
